Screens deposited in PubChem BioAssay by several laboratories.
HTR2A ag: agonists of mouse serotonin 5-HT2A receptor (HTR2A); activation, % at 7.6 µM; AID 624169; P35363; 0.66% of 360,000 active; CHO-K1 mHTR2A beta-arrestin complementation, luminescence; percent of 30 µM serotonin response;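 active = activation above a run cutoff, the mean activation of all tested compounds plus 3 SD, cut at about 14% in these data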;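 note: 0% = plate median of compound wells and 100% = 30 µM serotonin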
Target sequence (P35363 whole entry, looked up): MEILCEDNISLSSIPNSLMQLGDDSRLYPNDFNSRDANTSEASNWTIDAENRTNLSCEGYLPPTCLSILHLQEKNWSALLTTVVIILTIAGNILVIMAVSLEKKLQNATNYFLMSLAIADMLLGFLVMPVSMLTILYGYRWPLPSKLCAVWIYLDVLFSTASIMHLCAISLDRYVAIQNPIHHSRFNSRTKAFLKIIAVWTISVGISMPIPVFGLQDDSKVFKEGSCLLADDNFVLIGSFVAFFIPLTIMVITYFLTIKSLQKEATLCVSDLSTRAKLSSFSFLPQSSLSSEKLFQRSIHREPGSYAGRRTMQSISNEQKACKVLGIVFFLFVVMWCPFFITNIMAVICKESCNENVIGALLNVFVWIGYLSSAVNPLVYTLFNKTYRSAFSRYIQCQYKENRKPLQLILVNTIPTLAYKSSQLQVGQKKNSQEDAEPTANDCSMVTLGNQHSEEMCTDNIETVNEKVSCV
NOD2-RIPK2 inh: blocks binding of human NOD2 to RIPK2. O43353. CHO BLA complementation NOD2-RIPK2, CCF4 ratio. inhibition, % at 4.98 µM. 0.38% of 360,000 active. AID 624267; in the data active = inhibition above about 21%;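 note: 0% = vehicle only and 100% = reference blocker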
ABHD5-PLIN5 inh: blocks binding of human ABHD5 to perilipin-5; Split G. princeps luciferase complementation, luminescence, 4 h; AID 602281; 0.78% of 360,000 active; inhibition, % at 4 µM;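 active = inhibition above the mean inhibition across every tested compound plus 3 SD, cut at about 22% in these data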;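 note: 0% = DMSO only wells and the 100% control is not disclosed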
MC4R ag barr: activates human MC4R beta-arrestin recruitment. P32245. U2OS MC4R beta-arrestin complementation, luminescence; percent of melanotan II response, DMSO zero. activation, % at 8.9 µM. 0.98% of 360,000 active;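 active = activation above a per-plate cutoff, the mean activation of sample wells on that plate plus 3 SD, cut at about 8% in these data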
Target sequence (P32245 whole entry, looked up): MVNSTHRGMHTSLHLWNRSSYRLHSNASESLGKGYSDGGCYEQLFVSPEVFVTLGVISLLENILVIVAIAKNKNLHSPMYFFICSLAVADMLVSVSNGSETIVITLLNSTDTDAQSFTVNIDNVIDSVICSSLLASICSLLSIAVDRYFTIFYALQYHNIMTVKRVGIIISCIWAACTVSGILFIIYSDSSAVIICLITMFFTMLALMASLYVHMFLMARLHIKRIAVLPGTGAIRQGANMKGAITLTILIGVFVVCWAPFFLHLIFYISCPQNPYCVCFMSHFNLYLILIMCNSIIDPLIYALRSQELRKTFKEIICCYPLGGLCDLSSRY
TLR9-MyD88 block: inhibitors of human TLR9-MyD88 binding; Q9NR96+Q99836; CHO BLA complementation TLR9-MyD88, CCF4 FRET ratio; inhibition, % at 4.98 µM; 0.21% of 340,000 active; AID 504734;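 active = inhibition above the mean over all tested compounds plus 3 SD, cut at about 21% in these data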;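 note: 0% = DMSO only wells and 100% = clavulanate BLA inhibitor control wells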
Glyco luc inh: N-linked glycosylation inhibition; D54 ERlucT glycosylation luciferase reporter, 24 h; percent of 100 nM tunicamycin response; reporter increase, % at 12.5 µM; 0.23% of 360,000 active;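 active = mean luciferase reporter signal, scaled so untreated is 0 and the glycosylation-blocking control 100, at or above a set limit in every replicate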;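 note: luciferase carries N-glycosylation sites so blocking glycosylation raises the light; 0% = median of neutral control wells and 100% = median of 100 nM tunicamycin wells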
ABCB6 inh MLPCN: inhibitors of human ABC transporter ABCB6; Q9NP58; K562-ABCB6 porphyrin accumulation, flow cytometry, 1 h; active compounds read low; fluorescence ratio to DMSO, % at 10 µM; 0.19% of 360,000 active;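 active = fluorescence ratio to DMSO below 75%, the collection mean minus 3 SD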;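 note: signal is porphyrin accumulated inside mitochondria; 100% equals median channel fluorescence of DMSO control wells; lower ratio means ABCB6 inhibition with less porphyrin fluorescence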
NCOA2 inhibitor: human SRC2 (NCOA2) inhibition | HEK293 GAL4-SRC2 luciferase reporter, luminescence | inhibition, % at 9 µM | 0.17% of 370,000 active;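 active = inhibition above the mean inhibition of all tested compounds plus 3 SD, set per campaign, cut at about 52% in these data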;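 note: 0% = DMSO treated cells and 100% = cells given Gossypol at 36 µM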
MC4R antagonist: antagonists of human melanocortin 4 receptor (MC4R); AID 540295; inhibition, % at 6.5 µM; 0.48% of 360,000 active; MC4R-expressing cells, MTII-stimulated cAMP, LANCE TR-FRET;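 active = inhibition above its plate's cutoff, the mean of tested wells on that plate plus 3 SD, cut at about 29% in these data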;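 note: 0% = Melanotan II alone and 100% = Melanotan II plus saturating MCL0020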
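Material – human MC4R-expressing U2OS cells · Repeats – no replicates · Detection – TR-FRET with Eu-cAMP and labeled anti-cAMP, 671 nm · Times – compound 30 min, challenge 1 h, detection 1 h · Compound – single nominal compound dose of 6.5 µM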
H9c2 protect: protects H9c2 cardiomyocytes from peroxide injury. AID 588492. H2O2 injury protection, ATPLite, 2 h. 0.63% of 360,000 active. protection from H2O2 cell death, % at 20 µM;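 active = compounds giving at least 50% protection of heart cells from peroxide-induced death in the single-dose screen, raw or plate-pattern-corrected value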;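 note: 0% = DMSO wells with peroxide and 100% = DMSO wells without peroxide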
* = called active by the depositor; . = not tested or not shown. Not all compounds are listed; rates above refer to the full screens.

SMILES	HTR2A ag	NOD2-RIPK2 inh	ABHD5-PLIN5 inh	MC4R ag barr	TLR9-MyD88 block	Glyco luc inh	ABCB6 inh MLPCN	NCOA2 inhibitor	MC4R antagonist	H9c2 protect
Cc1cc(/C=C(\C#N)C(=O)NCc2ccco2)c(C)[nH]1	2	-17	-2	1.8	-4	3	103	-33	-1	1
CCOC(=O)C1CCCN(CC(=O)Nc2c(C(=O)OC)[nH]c3ccccc23)C1 (centres undefined)	-4	-9	-1	0.7	-5	2	97	0	-22	12
N#Cc1ccc(-c2ccccc2)nc1SCCN1CCOCC1	-6	-1	4	-3.1	0	4	99	10	1	1
O=C1CCC(C(=O)O)N1 (centres undefined)	4	-15	-2	1.9	-4	1	100	5	17	-1
O=[N+]([O-])c1cc(S(=O)(=O)NCCN2CCOCC2)ccc1Sc1nnnn1-c1ccccc1	3	2	13	-1.9	5	-13	93	32	2	-12
O=C(Nc1c2ccccc2nc2ccccc12)C(Cl)(Cl)Cl	0	-9	5	2.5	-14	93*	104	.	4	2
CCCS(=O)(=O)N1CCN(Cc2ccncc2)CC1	3	5	-8	0.0	-1	2	104	-23	24	0
C=C1CCN([C@@H](CC(C)C)C(=O)Nc2ccc(OC)cc2)S(=O)(=O)c2ccccc21	-1	3	3	-0.4	-30	-2	98	9	6	-7
CC(C)(C)NC(=O)COc1ccc(S(=O)(=O)N2CCCC2)cc1	-1	13	4	-0.8	7	1	101	-16	3	16
COc1cccc(OC)c1C(=O)Nc1cccc2c1CCCC2	-3	-3	1	-3.1	5	-2	92	18	11	5
COc1ccc(S(=O)(=O)N(C)C)cc1NCC(=O)Nc1cccc2ccccc12	-5	0	-3	0.6	4	-1	98	2	6	3
COc1ccccc1C(=O)NCC(=O)NCCc1ccc(Cl)cc1	-5	-9	-4	-0.9	-1	0	100	6	-2	-2
COc1cc(NC(=O)c2ccco2)c(OC)cc1NC(=O)CCC(=O)Nc1cccc(C)c1C	-3	-3	4	-0.9	-3	0	100	-24	4	12
COc1ccc(CN2CCC[C@]3(N[C@H](c4ccc(C)cc4)[C@@H]4C(=O)N(Cc5ccccc5)C(=O)[C@@H]43)C2=O)cc1	2	2	3	0.1	1	1	98	4	13	4
O=C(C(O)c1ccc(Br)cc1)N1CCC(Nc2ccc3[nH]ncc3c2)CC1 (centres undefined)	-4	8	-31	-0.9	.	0	99	36	4	3

Two of these compounds in a different format:
SMILES: Cc1cc(/C=C(\C#N)C(=O)NCc2ccco2)c(C)[nH]1
  HTR2A ag: 2
  NOD2-RIPK2 inh: -17
  ABHD5-PLIN5 inh: -2
  MC4R ag barr: 1.8
  TLR9-MyD88 block: -4
  Glyco luc inh: 3
  ABCB6 inh MLPCN: 103
  NCOA2 inhibitor: -33
  MC4R antagonist: -1
  H9c2 protect: 1
SMILES: CCOC(=O)C1CCCN(CC(=O)Nc2c(C(=O)OC)[nH]c3ccccc23)C1 (centres undefined)
  HTR2A ag: -4
  NOD2-RIPK2 inh: -9
  ABHD5-PLIN5 inh: -1
  MC4R ag barr: 0.7
  TLR9-MyD88 block: -5
  Glyco luc inh: 2
  ABCB6 inh MLPCN: 97
  NCOA2 inhibitor: 0
  MC4R antagonist: -22
  H9c2 protect: 12

The results go on:
SMILES	HTR2A ag	NOD2-RIPK2 inh	ABHD5-PLIN5 inh	MC4R ag barr	TLR9-MyD88 block	Glyco luc inh	ABCB6 inh MLPCN	NCOA2 inhibitor	MC4R antagonist	H9c2 protect
O=C(O)c1cccc(NC(=S)NC(NC(=O)c2ccccc2[N+](=O)[O-])C(Cl)(Cl)Cl)c1 (centres undefined)	-2	-1	2	-2.4	-3	-1	106	3	0	3
COc1ccc(CCNS(=O)(=O)c2ccc3c(c2)NC(=O)CCS3)cc1OC	0	1	-6	0.7	-2	-7	98	11	7	13
COc1ccc(/C(N)=N/OC(=O)c2ccco2)cc1OC	0	-4	-1	-0.8	8	-4	102	-69	4	0
CCOC(=O)C1(Cc2cccc(Cl)c2)CCCN(C(=O)c2cc(C)n(C)n2)C1 (centres undefined)	17*	-18	-2	-2.0	-5	1	98	-6	-11	3
COc1ccc2nc(NC(=O)CSCC(=O)Nc3cc(C)on3)sc2c1	4	9	2	-3.4	-2	7	100	-50	7	-1
CCCc1cc(N2CCCC(C(=O)NCC)C2)n2ncnc2n1 (centres undefined)	-2	2	-2	-1.1	1	2	94	-2	-5	-1
CCC(C)[C@H]1CNCCN1CCCc1cc(OC)c(OC)c(OC)c1 (some centres undefined)	8	-3	3	0.9	0	0	98	-4	10	1
O=C(CN1C(=O)c2ccccc2C1=O)NCCOc1ccccc1	0	-3	-5	-0.1	0	1	100	-11	4	0
CC(C)c1[nH]c(=O)c(C#N)c2c1CSC(C)(C)C2	4	-4	-1	-0.5	4	1	94	-1	-11	-1
COc1ccc(Br)cc1/C=N/n1c(C)nnc1C	4	-34	2	2.1	9	7	101	-22	0	5
Cc1cc(NS(=O)(=O)c2ccc(NS(=O)(=O)c3cc(C)c(Cl)cc3Cl)cc2)no1	-4	-6	4	-1.0	-5	-1	88	-38	6	3
CC(C)N(C)C(=O)c1ccc(OC2CCN(CCc3ccccc3)CC2)cc1	-5	-6	-2	-1.6	0	-1	99	20	-3	0
CCOC(=O)CCCCC(=O)c1[nH]c(=O)[nH]c1C[n+]1ccc(C)cc1	1	-2	0	-2.4	1	3	175	4	14	6
CC(C)(C)c1cc2nc(NCCc3ccc(S(N)(=O)=O)cc3)ccn2n1	2	4	-4	-2.6	.	3	104	29	4	-1
CC1CCCCC1N=C1NC(C)(C)CS1 (centres undefined)	-4	-2	0	-1.4	7	-1	97	-11	-4	-3
CC(C)n1c(N2CCN(C(=O)Nc3ccc(F)cc3F)CC2)nc2ccccc21	4	-10	5	0.8	4	0	93	-23	1	0
CC1CC(C)CN(CCOc2cccc3ccccc23)C1 (centres undefined)	-3	-5	-3	1.1	-6	2	99	-6	1	-3
C[C@H](CO)N1C[C@H](C)[C@@H](CN(C)S(=O)(=O)c2cccc(C#N)c2)OCc2cn(nn2)CCCC1=O	7	-9	5	1.1	-9	1	98	-2	15	5
COc1cc(/C=N/NC(=S)NCCN2CCOCC2)cc(OC)c1OC	-1	-9	6	-0.8	3	4	95	-49	1	26
N#Cc1nc(COc2ccccc2)oc1N1CCCC1	-5	-11	6	-1.8	-14	-3	97	-3	8	-12
O=C(Nc1ccc(CN2CCOCC2)cc1)c1ccccc1F	-1	-8	1	-0.9	3	-1	99	-80	8	-7
Cc1cc(C2C(=O)NC(=O)C2=O)c(C)cc1Br (centres undefined)	1	-8	6	-1.5	-9	0	94	-5	1	2
Brc1ccccc1CN1CCC(N2CCCCC2)CC1	-2	1	1	-4.2	-10	-3	101	0	0	5
CC(=O)Cn1c(=O)oc2ccccc21	1	-3	-2	-1.0	0	3	99	-45	14	7
CCOC(=O)C1=CCN(S(=O)(=O)c2ccc(C)cc2)C1c1cccc(C)c1 (centres undefined)	-4	2	-6	.	.	-1	102	14	.	-4
CCOc1ccc(S(=O)(=O)N(C)CC(=O)NCCN2CCOCC2)cc1	-5	-3	-5	0.9	-2	0	102	-12	5	-8
Cc1ccc(-c2cc3nc(-c4ccccc4)cc(NCCCO)n3n2)cc1	9	13	4	-0.1	-4	4	99	-41	20	13
COc1ccc(CCNC(=O)c2cc(S(=O)(=O)N(C)C)ccc2N2CCCC2)cc1OC	-4	0	-4	-1.2	4	0	102	-18	-4	2
Cc1cccc(NS(=O)(=O)c2cccc(C(=O)NCC(C)(C)N3CCOCC3)c2)c1	4	-5	4	-0.4	-9	-2	93	13	-3	7
O=C(OCC(=O)N1CCCC1)c1cccs1	-1	0	8	-2.2	4	0	102	-39	9	3
Cc1ccc(CC(CC(=O)O)C(=O)NCc2ccccc2)cc1 (centres undefined)	-1	-5	3	-0.5	-5	0	100	-20	-5	-3
C=CCn1c(-c2cc(Cl)ccc2OC)n[nH]c1=S	-3	-11	-5	-2.2	3	2	99	10	8	5
O=C(c1nc2ccccn2c1CNCCCn1ncc2ccccc21)N1CCCC1	-9	4	3	0.9	-1	1	100	-23	6	-4
Cc1cc2oc(C(=O)Nc3ccc(S(N)(=O)=O)cc3)c(C)c2cc1Cl	-6	6	-2	8.4*	-1	-2	96	-28	-2	-20
COc1cc(CNc2ncnc3c2ncn3[C@H]2CN(Cc3ccc4c(c3)OCO4)C[C@@H](CO)O2)cc(OC)c1OC	2	-13	0	0.5	.	2	95	11	17	12
NNC(=O)COc1cccc(Oc2ccccc2)c1	0	0	-1	3.1	0	1	108	-2	9	0
CCCCOc1ccc(-c2[nH]ncc2C=O)cc1	1	0	-7	-1.9	8	-2	89	-22	3	-5
O=C(O)C1(C(=O)O)CCC2(CCCCC2)CC1	0	3	3	-1.1	-7	1	100	-5	18	4
CC(C)c1ccc(N(CC(=O)NCCCN2CCOCC2)S(=O)(=O)c2ccccc2)cc1	-1	-4	-12	2.4	3	-2	97	3	9	1
COc1ccc(-n2c(CCC(=O)O)ccc2-c2ccccc2)cc1	-1	-4	-2	-1.5	2	-2	101	0	14	-4
CC/C(=C\C(=O)c1ccncc1)Nc1ccc(O)cc1	-3	0	-46	-2.7	-12	3	104	-22	5	-20
O=C(CCN1CCCCC1)NNC(=S)NC(=O)c1ccc(Br)cc1	-3	-7	0	-1.0	-3	0	103	-2	5	16
C[C@@H]1CN([C@H](C)CO)C(=O)CCCn2nncc2CO[C@H]1CN(C)Cc1ccc(C(=O)O)cc1	-3	-9	4	1.0	0	3	97	9	-7	16
CN(c1ccccc1)S(=O)(=O)c1ccc(C(=O)NNC(=O)c2ccccc2)cc1	-4	-7	-14	-1.3	3	-1	96	3	6	3
COc1cc(Nc2cc(C)nc3ncnn23)cc(OC)c1OC	3	-9	-9	-0.2	-25	6	101	-4	12	1
CCOC(=O)C1CCCN(CC(=O)c2ccc(F)cc2)C1 (centres undefined)	4	-8	3	-1.8	0	0	98	2	22	8
Cc1ccc(NC(=O)CN2C(=O)NC3(CCCCC3)C2=O)cc1S(=O)(=O)N1CCOCC1	0	-8	5	-0.5	-3	6	91	4	13	6
O=C(NC1CCCCC1)NC1CCN(CC(=O)N2CCOCC2)CC1	1	-3	-1	-0.1	1	1	94	1	0	4
O=[N+]([O-])c1ccc2oc(/C=C/c3ccc(O)cc3)nc2c1	-1	16	4	2.5	4	2	95	-61	-7	-21
CCS(=O)(=O)N1Cc2ccccc2CC1C(=O)Nc1ccccc1OC (centres undefined)	2	-6	-3	-1.2	-5	0	99	-8	2	-1
CC(Nc1c([N+](=O)[O-])c(=O)oc2ccccc12)C(Cl)c1ccccc1 (centres undefined)	0	-4	8	-0.2	-1	-1	106	18	4	-24
CCC(NC(=O)c1oc2ccccc2c1COC)c1ccc(OC)cc1 (centres undefined)	-8	-7	-1	-0.3	-14	-1	95	17	12	-5
COC(=O)c1ccc(Cl)c(NC(=O)CN(c2ccccc2)S(=O)(=O)c2ccc(OC)cc2)c1	-2	-3	5	-3.0	-1	-2	98	16	0	-2
CC(=O)Nc1ccc(S(=O)(=O)CC(=O)CS(=O)(=O)c2ccc(NC(C)=O)cc2)cc1	7	-2	8	1.6	2	-2	102	8	-4	8
OCCCc1cn(Cc2ccccc2)c2ccccc12	1	-7	-4	0.1	-12	-4	95	-16	-6	-6
